Akt phos inh: inhibitors of Akt phosphorylation | Neuro2A IGF-stimulated pAkt S473 HTRF, 20 min; stronger effect = lower value | activity change, % for hits at 50 µM | 360,000 compounds, 0.32% hits | AID 651550; in the data active = activity change below about -80%; inconclusive = mostly about -51% to -80%; note: % is set by controls: 0 for no effect and ±100 for the full control effect
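Neuro2A cells in DMEM with 0.5% FBS, overnight at 37 deg C, given compound at single 50 µM final, then IGF (6 nM final) for 20 min at 37 deg C. Lysed; phospho-Akt Ser473 by HTRF after 24 h, 665/615 ratio.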
CCT chaperon mod: modulators of cytosolic chaperonin (CCT/TRiC) activity. activity change, % (concentration not given with the values), hits read low. 360,000 compounds, 0.3% hits. AID 651819. purified chaperonin ATPase assay, HTRF ADP detection, 30 min; in the data active = activity change below about -30%; note: % is set by controls: 0 for no effect and ±100 for the full control effect
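We incubate TRiC, 40 or 20 nM final, with library compounds at 76 uM and 10 uM ATP for 30 min at 37 °C. ADP formed is detected with Transcreener HTRF reagents after 30 min at room temperature.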
Nrf2 activator: activators of Nrf2 (ARE) signaling; AREc32 ARE-luciferase reporter (MCF7-derived line), luminescence, 24 h; Potency, µM (highest dose often 46.1 µM), for the others: at the top dose activation, most hits filed as activators; 410,000 compounds, 0.31% hits; AID 624171; note: potency is the fitted concentration of half-maximal effect; % of control where 0% means no effect; nearly all actives have a fitted effect of over 65% in size
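Each well held 1000 AREc32 cells, which were incubated with compound for 24 hr at 37 deg C after overnight attachment, and ARE reporter activity was quantified by firefly luciferase luminescence.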
A549 tox: A549 cytotoxicity, counter-screen for Nrf2 inhibitors. A549 ARE-Fluc cells, CellTiter-Fluor viability, 18-24 h. Potency, µM (titrated, usually from 46 µM), without a hit: at the top dose activity change, negative = cytotoxicity, usual class: inhibitors. 390,000 compounds, 0.16% hits. AID 504648; note: potency is the fitted concentration of half-maximal effect; % is set by controls: 0 for no effect and ±100 for the full control effect
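A549 ARE_Fluc cells in 5% FBS OPTI-MEM were exposed to compounds in concentration-response for 18-24 h at 37 deg C. Viability was read by CellTiter-Fluor fluorescence (Ex 405/Em 525) after 30 min, before the luciferase read.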
HepG2 viability: HepG2 cytotoxicity, counter-screen for TGF-b inhibitors; HepG2 CAGA-GFP viability, ATP luminescence, 18 h; Potency, µM (doses to about 46.1 µM), for inactives: top-dose activity change, negative = cytotoxicity, usual class: cytotoxic; 410,000 compounds, 0.76% hits; AID 588856; note: potency is the fitted concentration of half-maximal effect; some results filed as inactive show a strong effect at the top dose
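CellTiter-Glo luminescence gave cytotoxicity after 18 hours at 37 degrees C. The cells were HepG2 CAGA-GFP in 1% FBS DMEM, stimulated with 500 pg/mL TGF-beta after compound addition. %Activity was normalised to no-cell wells (complete cell-killing) and DMSO (no toxicity), and curves were fitted and classified.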
MmCpn inh: M. maripaludis TRiC chaperonin inhibition. purified Mm-Cpn ATPase, ADP Transcreener TR-FRET. Potency, µM (titrated, usually from 76.9 µM), for the others: at the top dose activity, negative = inhibition, actives largely listed as inhibitors. 330,000 compounds, 0.031% hits. AID 504842; note: potency is the fitted concentration of half-maximal effect; % is set by controls: 0 for no effect and ±100 for the full control effect; nearly all actives have a fitted effect of over 80% in size
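Purified archaeal Mm-CPN (25nM final) preincubated 10 min at 37degC with compound, then 10uM ATP for 30 min at 37degC; ADP measured by HTRF Transcreener TR-FRET; buffer 30 mM TRIS pH 7.4, 100mM KCl, 5mM MgCl2, 1mM DTT.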
Abeta yeast res: A-beta toxicity reversal in yeast | yeast expressing A-beta42, growth rescue, OD600, 48 h; response scale: 0% DMSO, 100% iron-clioquinol control | 410,000 compounds, 0.063% hits | Potency, µM (top dose mostly 46.1 µM), for the others: top-dose growth rescue, hits mostly activators; note: potency is the fitted concentration of half-maximal effect; nearly all actives have a fitted effect of over 55% in size
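Yeast growth medium received pinned compounds, then yeast cells expressing toxic A-beta were added; plates incubated at 30 C for 48 hr. Growth read as absorbance at 600 nm, normalized to DMSO and equimolar FeCl3 plus clioquinol controls.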
TGFb inhibitor: blocks TGF-b signaling; HepG2 CAGA-GFP TGF-b/SMAD3 reporter, GFP fluorescence, 18 h; TGF-beta stimulated, 500 pg/mL final; Potency, µM (top dose mostly 46.1 µM), for inactives: at the top dose activity, negative = inhibition, usual class: inhibitors; 410,000 compounds, 1.2% hits; AID 588855; note: potency is the fitted concentration of half-maximal effect; % is set by controls: 0 for no effect and ±100 for the full control effect; nearly all actives have a fitted effect of over 65% in size
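Smad-responsive CAGA-GFP expression was quantified in HEPG2 cells exposed to compounds and 500 pg/mL final TGF-beta for 18 h at 37 degrees C; unstimulated wells defined full inhibition.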
Nrf2 inh: Nrf2 pathway inhibition | A549 ARE-Fluc reporter, luciferase luminescence, 18-24 h | Potency, µM (series often up to 46 µM), for the others: at the top dose activity change, negative = inhibition, most hits filed as inhibitors | 360,000 compounds, 2.1% hits | AID 504444; note: potency is the fitted concentration of half-maximal effect; % is set by controls: 0 for no effect and ±100 for the full control effect; nearly all actives have a fitted effect of over 60% in size
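Nrf2 function is reported as luminescence of an ARE-controlled luciferase in A549 cells. Compounds were tested at several concentrations, and a CellTiter-Fluor read on the same wells flagged cytotoxicity.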
Active calls of the source: *; i = inactive; ? = inconclusive; · = no result given; [ ] = dose if it differs, or a comment. Unless noted, calls come from the whole dose curve; as a rule, active = well fitted curve in the direction sought with a large enough effect; inconclusive = small, poorly fitted or top-dose-only effect, or another doubt; inactive = no such curve, though single readings can be large; an effect the other way counts as inactive or inconclusive.

SMILES	Akt phos inh	CCT chaperon mod	Nrf2 activator	A549 tox	HepG2 viability	MmCpn inh	Abeta yeast res	TGFb inhibitor	Nrf2 inh
Cc1ccc(OCC(=O)NC(=S)Nc2ccc3c4c(cccc24)CC3)cc1	i	-2.9	-0.4%	5%	14%	-1%	-20%	-9%	0%
O=C(OC1CCOC1=O)c1ccc(NS(=O)(=O)c2cccs2)cc1 (stereo not given)	i	1.7	1.0%	1%	-3%	0%	-5%	15%	1%
CCC(C)(C)C1CCc2[nH]nc(C(=O)NC3CCCCC3)c2C1 (stereo not given)	i	-2.6	-1.1%	5%	13%	1%	2%	-8%	26%
COc1cc2nc(CN3CCN(S(=O)(=O)c4ccccc4C(F)(F)F)CC3)[nH]c(=O)c2cc1OC	i	-2.5	2.0%	-11%	-7%	0%	-4%	0%	-17%
COc1ccc(NC(=O)c2ccc3c(c2)OCO3)cc1S(=O)(=O)N1CCOCC1	i	0.8	0.4%	5%	8%	2%	-6%	4%	4%
Cc1onc(-c2c(Cl)cccc2Cl)c1-c1nc2cc(Cl)ccc2c(=O)o1	i	0.9	0.0%	-2%	-44%	0%	-19%	?	-4%
Nc1ccc2oc(-c3ccccc3Cl)cc(=O)c2c1O	i	0.9	16%	-4%	-3%	-1%	-5%	?	?
Cc1nn(-c2ccccc2)c(C)c1NC(=O)COC(=O)c1ccc(Cl)c(S(N)(=O)=O)c1	i	0.7	-0.3%	7%	-23%	4%	-17%	6%	12%
COc1ccc(CNC(=O)c2ccc(N3CCCC3)c(NC(=O)NCc3ccc(C)cc3)c2)cc1	·	·	5.3%	-14%	-20%	·	1%	-7%	·
O=C(Cn1cc([N+](=O)[O-])nc1[N+](=O)[O-])N1CCN(c2ccccc2)CC1	i	-1.1	0.0%	-1%	-108%	0%	6%	?	-11%
CCOC(=O)c1sc(C)c2c1NC(c1ccc(N(C)C)cc1)NC2=O (stereo not given)	i	0.0	2.7%	-7%	0%	-4%	27%	18%	?
COc1cc(/C=N/Nc2nc3ccccc3[nH]2)cc(Br)c1OCC(=O)N(C)C	i	0.9	-0.5%	-2%	8%	-2%	-3%	-11%	?
CCOc1ccc(CNC(=O)CCSCc2ccccc2F)cc1OC	i	-0.1	0.0%	-1%	2%	-3%	16%	12%	-6%
N#Cc1ccc(/C=N/NC(=O)c2cc(-c3cccs3)nc3ccccc23)cc1	i	1.3	3.4%	-2%	-7%	-15%	-3%	?	18%
CCN(C(=O)c1cn(CC)c(=O)c2cc(OC)c(OC)cc12)c1ccccc1F	·	·	-0.7%	-5%	12%	·	-6%	-8%	1%[9.27 µM]
CCCCn1ccnc1C(=O)c1cccc(S(=O)(=O)N2c3ccccc3CC2C)c1 (stereo not given)	i	-2.0	2.9%	-8%	-38%	0%	21%	?	?
CCOc1ccccc1NC1c2ccccc2C(=O)N1Cc1ccco1 (stereo not given)	i	0.9	3.0%	4%	-8%	-2%	-4%	3%	9%
CCOc1ncccc1C(=O)OCC(=O)c1cc(OC)ccc1OC	i	-1.1	0.2%	6%	-2%	-2%	10%	-14%	4%
O=C(NCCO)c1c(-c2ccc3c(c2)OCO3)noc1-c1ccsc1	i	-1.3	14%	-7%	0%	·	-6%	2%	4%
Fc1ccc(CSc2nc3ccccc3[nH]2)c2ccccc12	i	-1.8	5.6%	-8%	-35%	2%	-87%[inhibitor]	?	10%
O=C(NCc1ccccc1)OCCN1CCN(Cc2ccccc2)CCC1=O	i	-2.5	3.2%	-5%	-53%	-3%	-13%	-23%	-16%
OC(c1ccccc1)c1nc(-c2cnc3ccccc3c2)cs1 (stereo not given)	i	-40*	4.8%	·	7%	·	-11%	-12%	·
Cc1cc(=S)nc(-c2ccccn2)[nH]1	i	0.6	2.5%	-2%	2%	1%	?	-26%	?
Cc1ccc(C(=O)NCCNS(C)(=O)=O)cc1	i	0.6	-0.9%	4%	-1%	1%	-9%	9%	8%
O=c1cc(Cl)nc2ccccn12	i	-2.6	-0.3%	-4%	4%	·	-13%	11%	-3%
SMILES	Akt phos inh	CCT chaperon mod	Nrf2 activator	A549 tox	HepG2 viability	MmCpn inh	Abeta yeast res	TGFb inhibitor	Nrf2 inh
COc1cc(OC)cc(C(=O)Nc2ccc(-c3nc4ccccc4o3)c(O)c2)c1	i	-0.2	6.4%	-9%	-31%	-4%	-9%	17%	?
CC(C)(C)C(=O)Nc1ccc(-c2cnco2)cc1	i	-0.2	-0.2%	-5%	3%	1%	-5%	-3%	?
COc1cc(NC(=O)C2CCCN2S(=O)(=O)c2cccc3cccnc23)cc(OC)c1OC (stereo not given)	i	-0.6	-0.4%	-2%	2%	?	3%	3%	-19%
CN(C)c1ccc(C(=O)Nc2nnc(-c3ccc(Cl)cc3)o2)cc1	i	0.8	0.3%	0%	-12%	-10%	3%	-9%	4%
Cc1cc(CCN2CCC(=O)NC2=O)ccc1OC(C)C	i	1.4	-0.8%	-6%	6%	-1%	10%	14%	-3%
CC(C)Cn1c(=O)c2sccc2n2c(CCCC(=O)Nc3ccc(Cl)cc3)nnc12	·	·	-0.7%	-8%	-22%	·	2%	-27%	-29%
Cc1c(Br)c([N+](=O)[O-])nn1CC(=O)NCc1cccs1	i	-2.0	0.0%	8%	1%	3%	34%	-1%	·
Cc1cccc(-c2nnc(SCC#N)n2Cc2ccccc2)c1	i	1.2	-0.4%	9%	0%	3%	-1%	-16%	-25%
COc1ccccc1/C=C1\SC(=S)N(CCC(=O)NNC(=O)c2ccccc2O)C1=O	i	-1.6	2.9%	-16%	-37%	2%	-13%	8%	0%
O=C(Nc1cccc(S(=O)(=O)NC2=NCCC2)c1)c1cn(-c2ccccc2)nc1-c1ccc(F)cc1	i	1.1	-1.1%	-19%	-33%	-11%	-4%	?	?
Cc1cc(C)cc(N2CCn3c2nc2c3c(=O)n(CCCc3ccccc3)c(=O)n2C)c1	·	·	-0.8%	0%	-8%	·	-10%	4%	11%
COc1ccc(NC(=O)COC(=O)/C=C/c2cccs2)c(OC)c1	i	-5.6	3.0%	-1%	-11%	2%	-4%	1%	7%
COc1cccc(NC(=O)CN2CCC(C)CC2)c1	·	1.1	-0.2%	12%	-1%	-2%	-1%	-4%	?
COCCSc1ccccc1C(=O)N1CCN(c2ccccc2OC)CC1	i	-1.6	0.2%	0%	4%	3%	15%	17%	-20%
O=C1NC[C@H](Cc2ccc(O)cc2)N(C[C@@H]2CCCN2C[C@H](Cc2ccc(O)cc2)N2C[C@H](Cc3ccccc3)N(CC3CCCCCC3)C(=O)C2=O)C1=O	i	-0.1	-0.6%	·	·	·	-4%	·	·
Cc1ccc(NC(=O)CSCC(=O)Nc2sccc2C#N)cc1	i	0.4	0.0%	-6%	6%	-11%	5%	20%	3%
CCCOC(=O)C1[C@H]2C(=O)N(Cc3ccco3)C[C@]23C=C[C@H]1O3 (stereo not given in full)	i	-1.7	2.6%	-5%	-6%	-1%	-5%	-6%	-15%
COc1ccc(-c2csc(Nc3ccc(Oc4ccccc4)cc3)n2)cc1	i	-3.2	-1.3%	·	-16%	·	-3%	11µM*	·
COc1cc(C(=O)Nc2ccc(C(=O)c3cccs3)cc2)cc(OC)c1OC	i	-1.9	4.4%	-21%	-26%	-7%	-3%	11%	21µM*
Cc1c(C)n(C(=O)CN2CCC(C)CC2)c2ccccc12	i	-2.1	0.2%	-10%	-11%	-5%	7%	7%	·
O=Cc1c(N2CCN(CCO)CC2)nc2ccccn2c1=O	i	1.6	2.0%	1%	-1%	0%	24%	8%	-4%
Cc1ccc(C(=O)NN2C(=O)c3ccc(S(=O)(=O)c4ccc(C(=O)O)cc4)cc3C2=O)cc1	i	0.9	0.1%	-3%	11%	2%	-19%	20%	-11%
COc1cc(OC)cc(-c2c(-c3cccs3)c3cc(-c4ccc5c(c4)OCCO5)ccc3n2C)c1	i	-0.9	-0.3%	2%	-3%	?	3%	3%	-9%
Cc1cc(OCCn2ccnc2)cc(C)c1Cl	i	0.9	-0.3%	-9%	-1%	1%	-19%	-2%	-15%
Cc1cc(C)c(C#N)c(SCC(=O)C(C)(C)C)n1	·	1.2	2.9%	3%	6%	-2%	-28%	-7%	?
Cc1nnsc1C(=O)NNc1ccc(C(C)(C)C)cc1	i	-0.1	0.2%	-4%	-22%	0%	21%	0%	-7%
COc1cccc(NC2=CC(=O)CC(C)(C)C2)c1	i	-1.2	-0.3%	8%	-6%	1%	-14%	-28%	-15%
O=C(NCCc1ccc(Cl)cc1)c1cnc2sc(N3CCOCC3)nn2c1=O	·	·	-0.2%	-1%	-1%	·	-17%	11%	?
Cc1nc2cc(NC(=O)Nc3cccc([N+](=O)[O-])c3)ccc2n1C	i	-0.3	0.1%	-2%	-1%	0%	-2%	-6%	?
Cc1ccc2[nH]c(=O)c(CN(Cc3ccccc3)Cc3nnnn3Cc3ccccc3)cc2c1	·	·	·	-4%	5%	·	·	4%	2%
